# High-throughput results (PubChem)
# Pf apPOL inh: Pf-apPOL DNA polymerase inhibition; inhibition, % at 10 µM; Recombinant Pf-apPOL, molecular beacon fluorescence, 1.5 h; AID 1794808; 210,000 compounds, 0.25% hits
# mHTT-CaM PPI inh: disrupts binding of mutant huntingtin to calmodulin. P42858. AlphaScreen His-mHTT/GST-CaM binding, luminescence. inhibition, % at 15 µM. 190,000 compounds, 3.6% hits. AID 1671202;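 further: 0% = both proteins with DMSO and 100% = one protein alone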
# Target sequence (P42858 whole entry, looked up, stated change not applied): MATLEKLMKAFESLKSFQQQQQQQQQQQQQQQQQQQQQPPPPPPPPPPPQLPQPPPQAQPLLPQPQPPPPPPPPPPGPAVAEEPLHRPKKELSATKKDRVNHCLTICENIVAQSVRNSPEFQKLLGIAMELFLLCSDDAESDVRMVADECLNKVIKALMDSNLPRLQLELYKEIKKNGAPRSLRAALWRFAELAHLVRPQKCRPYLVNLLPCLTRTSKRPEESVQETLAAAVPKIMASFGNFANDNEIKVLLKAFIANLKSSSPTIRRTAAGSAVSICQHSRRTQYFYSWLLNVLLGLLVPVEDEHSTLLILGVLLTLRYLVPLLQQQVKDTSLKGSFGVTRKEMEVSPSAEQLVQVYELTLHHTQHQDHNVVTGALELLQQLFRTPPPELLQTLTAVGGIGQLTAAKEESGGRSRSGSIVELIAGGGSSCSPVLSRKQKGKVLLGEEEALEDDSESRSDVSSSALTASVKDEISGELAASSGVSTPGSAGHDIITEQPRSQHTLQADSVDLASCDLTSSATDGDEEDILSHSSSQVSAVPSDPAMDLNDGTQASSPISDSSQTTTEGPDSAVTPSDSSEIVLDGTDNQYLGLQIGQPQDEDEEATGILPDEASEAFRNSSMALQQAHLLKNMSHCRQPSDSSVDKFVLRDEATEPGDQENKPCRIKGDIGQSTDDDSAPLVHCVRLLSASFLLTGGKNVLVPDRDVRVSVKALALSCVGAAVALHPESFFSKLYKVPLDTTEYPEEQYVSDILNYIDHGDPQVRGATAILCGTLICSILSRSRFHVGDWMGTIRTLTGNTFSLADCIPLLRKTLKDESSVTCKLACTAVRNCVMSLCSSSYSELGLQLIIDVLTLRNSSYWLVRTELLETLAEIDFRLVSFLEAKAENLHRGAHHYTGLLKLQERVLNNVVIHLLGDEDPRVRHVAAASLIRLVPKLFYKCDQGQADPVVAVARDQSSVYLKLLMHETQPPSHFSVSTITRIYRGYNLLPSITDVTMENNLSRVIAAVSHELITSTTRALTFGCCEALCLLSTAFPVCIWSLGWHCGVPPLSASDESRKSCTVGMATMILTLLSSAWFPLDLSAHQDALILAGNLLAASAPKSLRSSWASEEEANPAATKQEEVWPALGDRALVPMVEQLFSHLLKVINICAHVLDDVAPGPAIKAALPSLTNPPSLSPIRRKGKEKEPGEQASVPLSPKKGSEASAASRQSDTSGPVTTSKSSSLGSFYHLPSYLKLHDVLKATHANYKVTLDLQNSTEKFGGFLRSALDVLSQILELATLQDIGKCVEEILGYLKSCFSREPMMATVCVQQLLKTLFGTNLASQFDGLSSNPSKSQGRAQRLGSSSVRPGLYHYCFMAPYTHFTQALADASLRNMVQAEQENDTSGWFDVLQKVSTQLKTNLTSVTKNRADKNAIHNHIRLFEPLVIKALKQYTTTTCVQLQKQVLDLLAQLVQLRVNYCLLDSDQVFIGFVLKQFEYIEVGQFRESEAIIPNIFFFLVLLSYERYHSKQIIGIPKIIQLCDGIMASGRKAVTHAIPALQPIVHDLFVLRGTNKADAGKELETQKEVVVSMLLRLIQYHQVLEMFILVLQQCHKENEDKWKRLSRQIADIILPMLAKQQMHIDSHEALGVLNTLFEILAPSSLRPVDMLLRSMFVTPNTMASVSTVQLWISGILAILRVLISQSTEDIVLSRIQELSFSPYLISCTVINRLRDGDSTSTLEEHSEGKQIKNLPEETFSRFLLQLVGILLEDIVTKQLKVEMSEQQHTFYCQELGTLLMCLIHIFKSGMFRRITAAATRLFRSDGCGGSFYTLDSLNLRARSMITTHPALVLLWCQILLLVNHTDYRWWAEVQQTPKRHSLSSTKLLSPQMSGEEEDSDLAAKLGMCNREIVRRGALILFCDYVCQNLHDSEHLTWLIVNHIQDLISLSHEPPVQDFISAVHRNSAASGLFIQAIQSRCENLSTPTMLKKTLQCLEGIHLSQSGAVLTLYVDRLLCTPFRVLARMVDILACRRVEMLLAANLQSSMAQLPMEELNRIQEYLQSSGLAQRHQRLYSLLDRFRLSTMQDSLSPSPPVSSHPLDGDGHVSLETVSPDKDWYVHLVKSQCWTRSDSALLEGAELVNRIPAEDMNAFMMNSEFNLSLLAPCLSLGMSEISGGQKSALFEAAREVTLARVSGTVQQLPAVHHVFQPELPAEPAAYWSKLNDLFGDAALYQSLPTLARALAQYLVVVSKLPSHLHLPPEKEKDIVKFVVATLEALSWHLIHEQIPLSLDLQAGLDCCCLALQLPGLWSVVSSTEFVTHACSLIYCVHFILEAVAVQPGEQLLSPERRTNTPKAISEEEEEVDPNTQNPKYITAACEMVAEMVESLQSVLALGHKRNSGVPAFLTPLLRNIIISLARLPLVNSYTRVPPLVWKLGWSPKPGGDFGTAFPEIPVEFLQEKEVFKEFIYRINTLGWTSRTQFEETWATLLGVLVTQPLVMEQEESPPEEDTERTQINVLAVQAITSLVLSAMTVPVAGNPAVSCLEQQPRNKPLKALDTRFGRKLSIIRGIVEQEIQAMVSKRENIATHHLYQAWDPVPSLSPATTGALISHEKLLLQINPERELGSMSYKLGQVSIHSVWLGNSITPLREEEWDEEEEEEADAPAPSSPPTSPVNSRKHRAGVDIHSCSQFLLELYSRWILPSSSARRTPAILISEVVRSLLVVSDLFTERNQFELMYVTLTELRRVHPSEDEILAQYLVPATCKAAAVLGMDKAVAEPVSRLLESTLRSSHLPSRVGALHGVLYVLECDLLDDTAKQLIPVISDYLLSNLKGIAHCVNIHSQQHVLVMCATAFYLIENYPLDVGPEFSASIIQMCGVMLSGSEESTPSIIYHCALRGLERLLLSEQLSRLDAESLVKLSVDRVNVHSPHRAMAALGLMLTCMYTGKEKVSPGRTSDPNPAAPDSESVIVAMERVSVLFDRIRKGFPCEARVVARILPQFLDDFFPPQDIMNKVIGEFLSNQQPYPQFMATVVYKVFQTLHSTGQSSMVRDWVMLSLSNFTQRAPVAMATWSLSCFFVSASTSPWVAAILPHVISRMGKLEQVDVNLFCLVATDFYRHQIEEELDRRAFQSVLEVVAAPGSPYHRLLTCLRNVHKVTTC
# An asterisk follows results filed as active; i = inactive; nt = not tested or not shown; & = joins results of further samples. No stated cut-off is given here; in the data, active means inhibition above about 50%; inactive means the rest. Not all compounds are listed; the hit share may differ from the screen's.
SMILES,Pf apPOL inh,mHTT-CaM PPI inh
CC(=O)N1c2ccccc2NC2=C(C(=O)CC(c3ccccc3)C2)C1c1ccc2c(c1)OCO2 (stereo not given),-2,25
Cc1ccc(NC(=O)CN2C(=O)NC3(CCCCC3)C2=O)cc1Cl,-10,2
Cn1ccnc1Sc1ccc([N+](=O)[O-])cc1C(=O)c1ccc(Br)cc1,-10,40
CS(=O)(=O)n1c(SCc2ccc(C(F)(F)F)cc2)nc2ccccc21,-6,-2
Cc1ccccc1NC(=O)NC1CCN(c2ccc(F)cc2)C1=O (stereo not given),3,-5
O=C(NCCCN1CCN(c2cccc(Cl)c2)CC1)C1(n2cccc2)CCCCC1,-13,98*
CS(=O)(=O)N(CC(=O)Nc1cccc(F)c1)c1ccc(Cl)cc1,0,-8
CSC(=CC(=O)c1nccs1)SC,0,nt
O=C(O)c1ccc(NC(CS(=O)(=O)Cc2c(F)cccc2Cl)C(=O)O)c([N+](=O)[O-])c1 (stereo not given),-2,-4
O=C1OC(/C=C/c2cccc([N+](=O)[O-])c2)=NC/1=C\c1cccc(Br)c1,2,3
Cc1ccc(CN2CCOCC2)o1,-3,-4
O=C1c2ccccc2C(=O)N1CN1CCC(O)(c2ccc(Cl)cc2)CC1,-1,nt
Cc1ccc2nsnc2c1NC(=O)COc1ccc([N+](=O)[O-])cc1,-5,-5
COc1cc(C(=O)N2c3ccccc3C(C)=CC2(C)C)cc(OC)c1OC,-3,-6
COc1ccccc1C1=NOC(C(=O)NC2CCCC2)C1 (stereo not given),-6,-7
Cc1noc(C)c1C1CCCN1C(=O)c1ccnn1C (stereo not given),-5,4
COc1cc(C(=O)NCCOc2ccc(Cl)cc2)cc(OC)c1OC,-15,17
CC(=O)c1ccc(NC(=O)c2ccc3c(c2)OCCO3)cc1,3,2
CC(C)c1cc(C2CCCN2Cc2cc(Br)ccc2O)on1 (stereo not given),1,-30
Cc1ccc(Cl)cc1NC(=O)c1ccccc1C,-3,4
C=CCOc1ccc(Cl)cc1/C=C1/C(=O)ON=C1C,7,26
Cc1cc(C(=O)N2CCCC2c2ccc(F)cc2)on1 (stereo not given),-7,-4
COc1ccccc1OC(C)C(=O)Nc1cc(C)ccc1C (stereo not given),-2,-6
O=C(Nc1c2c(nn1-c1cccc(Cl)c1)CS(=O)C2)c1ccc(F)cc1 (stereo not given),0,8
O=C(NCc1ccc2c(c1)OCO2)C1c2ccccc2CCN1C(=O)c1ccccc1 (stereo not given),-2,18
SMILES,Pf apPOL inh,mHTT-CaM PPI inh
CC(=O)Nc1ccc(N2C(=O)c3c(C)nc4ccccc4c3C2=O)cc1,-2,4
O=C(NCCc1ccccc1)C1CCN(C(=O)c2cccc(Cl)c2)CC1,-2,-2
N=C1NC(=O)/C(=C/c2cc(Br)c(O)c(Br)c2)S1,1,12
CCCCN(CC)S(=O)(=O)c1cc(Br)cc2c1N(C(=O)C1CC1)CC2,-1,-2
CCc1onc(C)c1C1CCCN1C(=O)c1nn(C)cc1Cl (stereo not given),2,-1
Fc1ccc(CN2CCN(Cc3ccncc3)CC2)cc1,1,0
O=C(NCCc1cscn1)C1CSCN1C(=O)c1ccccc1 (stereo not given),-2,-2
COc1cc(C2C(C(=O)OCCc3ccccc3)=C(C)NC3=C2C(=O)CC(C)(C)C3)cc(OC)c1OC (stereo not given),5,-2
COc1cccc(OC)c1OCCN1CCCC1,-1,8
CCc1cc(C(=O)N2CCN(c3cc(C)ccc3C)CC2)nc2ccnn12,1,54*
CC(=O)c1ccc(NC(=O)c2cccnc2Cl)cc1,-1,6
Cc1ccc(NC(=O)c2ccncc2)cc1C,-6,-3
C=C1CCN([C@H](C(=O)Oc2ccc(Cl)c(Cl)c2)C(C)C)S(=O)(=O)c2ccccc21,2,-4
CN(C)S(=O)(=O)N1CCc2c(nc(-c3ccccc3)[nH]c2=O)C1,-6,2
O=C(CNC1CCCCC1)N1c2ccccc2C=Cc2ccccc21,-3,30
Cc1ccc(OCC(=O)Nc2ccc(Br)cc2C)c(C)c1,-4,-3
Clc1ccc2c(SCc3ccon3)ccnc2c1,nt,-10
COCCCNC(=O)C(C#N)=CN(C)C,5,nt
O=C(CSc1ncc(-c2ccccc2)[nH]1)Nc1ccccc1,-29,22
Cc1ccccc1Cn1nc(-c2nc(-c3ccc(F)cc3)no2)ccc1=O,0,-5
CC(=O)Nc1ccc(S(=O)(=O)Nc2ccc(S(=O)(=O)NC(C)(C)C)cc2)cc1,7,0
Cc1cccc(C(=O)Nc2ccc(N3CCN(Cc4ccoc4)CC3)nc2)c1,-2,-2
Cc1cc(C)cc(-c2nc3cc(C)ccn3c2NC(=O)C(C)Cl)c1 (stereo not given),0,38
COc1cc(OC)c(OC)cc1/C=C(\C#N)C(N)=O,0,6
N#Cc1cccc(C(=O)N2CCC3(CC2)NC(=O)N(Cc2ccc(F)cc2)C3=O)c1,-4,1
SMILES,Pf apPOL inh,mHTT-CaM PPI inh
COc1ccc(OC)c(C=Nc2sc3c(c2C#N)CCC3)c1,0,23
O=C1C(=Cc2cc(Cl)cc3c2OCOC3)Oc2c1ccc(O)c2CN1CCCC1,12,-3
Cc1cccnc1NC(=O)Nc1ccc(Cl)cc1,-4,-6
COc1cccc2cc(C(=O)NC(C)=O)c(=Nc3ccc(C#N)cc3)oc12,-3,2
CCCCNC(=O)C1(c2ccccc2)CCCC1,-30,-8
Cc1nn(CC(=O)NCc2cccnc2)c(=O)c2ccccc12,-12,22
CN(C)CCCOc1ccccc1Cl,1,1
COc1ccc(C(=O)Nc2cc(-c3ccccn3)no2)c(C)c1,-1,-6
COc1c(O)cc2oc3cc(O)c(CC=C(C)C)c(O)c3c(=O)c2c1CC=C(C)C,-1,nt
NNC(=O)c1ccc(CNC(=O)C(Cl)Cl)cc1,1,nt
Cc1ccc(C23CC4CC(CC(O)(C4)C2)C3)cc1[N+](=O)[O-],-33,-26
COc1nccnc1N1CCC(NC(=O)COc2cccc(C)c2)C1 (stereo not given),0,3
Nc1nnc(SCC(=O)NC2CCCCC2)s1,-1,-1
CNC(=O)C(=O)Nc1nc(C23CC4CC(CC(C4)C2)C3)cs1,-6,0
CCOC(=O)C=Cc1cccc(C(C)=O)c1,-15,-13
COc1ccc(C2=NC(C)(C)N(CC(=O)Nc3ccc(C)cc3)C2=O)cc1,-5,-5
O=c1c(S(=O)(=O)N2CCCC2)cccn1Cc1ccccc1Cl,-4,-3
COc1ccc(C2C(C#N)=C(N)OC3=C2C(=O)CCC3)cc1Cn1nc(C)c([N+](=O)[O-])c1C (stereo not given),-4,27
COc1ccccc1CNC(=O)Cc1cc(-c2cc3ccccc3o2)on1,0,-8
O=C(Nc1nonc1NC(=O)C12CC3CC(CC(C3)C1)C2)C12CC3CC(CC(C3)C1)C2,nt,1
O=C(NC12CC3CC(CC(C3)C1)C2)c1c(Cl)cccc1Cl,1,-1
O=C(CSCc1cccc(Br)c1)Nc1ccccc1Cl,-1,-21
CCC(C)NC(=O)c1ccc2c(c1)nnn2C (stereo not given),6,3
Cc1ccc(CCNC(=O)c2ccc(CS(=O)(=O)Cc3ccccc3Cl)o2)cc1,-12,2
O=C(C1CCN(c2nc3cccnc3s2)CC1)N1CCN(c2ccccc2F)CC1,-2,-1

# Sorted by formula weight (lowest first): part of the list above
SMILES,Pf apPOL inh,mHTT-CaM PPI inh
CCC(C)NC(=O)c1ccc2c(c1)nnn2C (stereo not given),6,3
CCCCNC(=O)C1(c2ccccc2)CCCC1,-30,-8
Cc1cccnc1NC(=O)Nc1ccc(Cl)cc1,-4,-6
Nc1nnc(SCC(=O)NC2CCCCC2)s1,-1,-1
NNC(=O)c1ccc(CNC(=O)C(Cl)Cl)cc1,1,nt
Cc1ccc(C23CC4CC(CC(O)(C4)C2)C3)cc1[N+](=O)[O-],-33,-26
Cc1nn(CC(=O)NCc2cccnc2)c(=O)c2ccccc12,-12,22
COc1ccc(C(=O)Nc2cc(-c3ccccn3)no2)c(C)c1,-1,-6
COc1ccc(OC)c(C=Nc2sc3c(c2C#N)CCC3)c1,0,23
COc1nccnc1N1CCC(NC(=O)COc2cccc(C)c2)C1 (stereo not given),0,3
O=c1c(S(=O)(=O)N2CCCC2)cccn1Cc1ccccc1Cl,-4,-3
COc1cccc2cc(C(=O)NC(C)=O)c(=Nc3ccc(C#N)cc3)oc12,-3,2
COc1ccccc1CNC(=O)Cc1cc(-c2cc3ccccc3o2)on1,0,-8
O=C(CSCc1cccc(Br)c1)Nc1ccccc1Cl,-1,-21
COc1c(O)cc2oc3cc(O)c(CC=C(C)C)c(O)c3c(=O)c2c1CC=C(C)C,-1,nt
O=C1C(=Cc2cc(Cl)cc3c2OCOC3)Oc2c1ccc(O)c2CN1CCCC1,12,-3
O=C(Nc1nonc1NC(=O)C12CC3CC(CC(C3)C1)C2)C12CC3CC(CC(C3)C1)C2,nt,1
O=C(C1CCN(c2nc3cccnc3s2)CC1)N1CCN(c2ccccc2F)CC1,-2,-1
COc1ccc(C2C(C#N)=C(N)OC3=C2C(=O)CCC3)cc1Cn1nc(C)c([N+](=O)[O-])c1C (stereo not given),-4,27

# Next section
SMILES,Pf apPOL inh,mHTT-CaM PPI inh
Cc1c(NC(=O)c2ccc(Br)cc2)cccc1-n1cnnn1,-6,-5
O=C1CSC(c2ccc(F)c(F)c2)N1c1cc(Cl)ccc1O (stereo not given),-1,0
O=C(CC1CCN(S(=O)(=O)c2ccc(Cl)s2)CC1)NC1CCCCCC1,11,4
O=C1OC(c2ccco2)=N/C1=C/c1ccc(Br)cc1,-4,-2
Cc1nc(OCC(=O)Nc2ccc(F)cc2F)c2ccccc2n1,0,-2
COc1ccc(-n2nc(C(=O)Nc3ccc(Br)cc3C)c3ccccc3c2=O)cc1,3,-3
O=C(CNC(=O)c1ccc(=O)[nH]c1)NCCOc1ccc(F)cc1,-1,-7
CC1(C)CC(=O)C2=C(C1)Nc1nc(-c3ccccc3)nn1C2c1ccc(F)cc1 (stereo not given),-1,78*
Cc1ccc(S(=O)(=O)N2CCN(C(=O)CN3CCCC3)C2c2ccccc2)cc1 (stereo not given),4,3
O=C(c1ccc(C(F)(F)F)s1)N1CCc2nc3cc[nH]n3c(=O)c2C1,-2,3
COc1ccccc1C(=O)NCCCNc1ccc([N+](=O)[O-])cc1,-3,13
COc1ccc(C/C(N)=N/OC(=O)COc2ccc(C)cc2Br)cc1,-10,i
Cn1cc(C=CC(=O)O)c2ccccc21,3,6
COc1ccccc1Oc1c(C)oc2cc(OC(C)=O)ccc2c1=O,-4,4
COCCNC(=O)C(C)C1CCN(S(=O)(=O)c2ccc(Cl)s2)CC1 (stereo not given),-1,-3
Nc1nc2n(n1)C(c1cccc(Cl)c1)CC(c1ccccc1)N2 (stereo not given),-3,-15
O=C(NCCCN1CCOCC1)C1CCc2sc(C(=O)N3CCOCC3)cc2C1 (stereo not given),-8,1
COc1cccc(C(=O)Nc2cccc(-c3nc4ccccc4[nH]3)c2)c1,0,14
O=C(c1coc2ccccc12)N1CCN(c2ccc(C(F)(F)F)cc2[N+](=O)[O-])CC1,-3,10
O=[N+]([O-])c1ccc(CSc2ncn[nH]2)cc1,-5&-7,7&-4
COc1ccc(-c2ncccc2CNC(=O)c2cccs2)cc1,-21,4
Cc1ccc(Cl)cc1N1C(=O)c2cccnc2C1=O,-5&5,nt
CCCCSc1nc2c(cnn2-c2ccc(C)cc2)c(=O)[nH]1,-9,4
O=C(C1CCCN1C(=O)c1ccccc1)N1CCCCCC1 (stereo not given),0,-5
CCCC1c2ccc(C)n2CCN1C(=O)Nc1cc(OC)cc(OC)c1 (stereo not given),-2,4
SMILES,Pf apPOL inh,mHTT-CaM PPI inh
CCOc1cc(C)c(-c2n[nH]c(C)c2Oc2ccccc2)c(O)c1,-1&-7,17&11
CCOCCCN1COc2ccc3c(=O)c(-c4ccccc4)c(C)oc3c2C1,-4,-1
O=C(O)c1ccc(NS(=O)(=O)c2ccc(Cl)c(C(=O)Nc3cccc([N+](=O)[O-])c3)c2)cc1,0,-6
CCOC(=O)C(NC(C)=O)(OCc1ccc(F)cc1)C(F)(F)F (stereo not given),-9,nt
COc1cc(C2NC(C(=O)O)CS2)ccc1OCc1ccccc1 (stereo not given),1,-8
CN(C)/C=C1\N=C(c2cccc(Br)c2)OC1=O,3,-1
O=C(NCCCN1CCCC1)c1noc2c1CCCCC2,-1,2
N#Cc1c(NC(=O)C2CC(=O)OC23CCCCC3)sc2c1CCCCC2 (stereo not given),0,10
NC(=O)c1ccc[n+](CC(=O)N2CCCCCC2)c1,-3,2
COc1ccc(OC)c(C(O)CN2CCN(c3ccccc3F)CC2)c1 (stereo not given),-7,7
O=C(NNC(=S)NC1CC2C=CC1C2)c1ccco1 (stereo not given),-10,nt
COc1ccc(NC(=O)CN(c2cc(C(F)(F)F)ccc2Cl)S(C)(=O)=O)c(OC)c1,-4,9
O=C(NCc1ccccc1Cl)C1CCN(c2cncnc2N2CCOCC2)CC1,-2,3
NC(=O)c1ccc(NCc2cccnc2)c([N+](=O)[O-])c1,-38,2
Cc1cc(Cl)nc(Cl)c1C(=O)NC(=O)NCc1ccc(Cl)cc1,-8,-5
O=C(CCSCc1ccc(Cl)cc1)NCc1ccc(F)cc1Cl,-10,-30
CC(NC(=O)c1ccc(-c2nc3cccnc3n(C)c2=O)cc1)c1ccc(F)cc1 (stereo not given),3,-1
COc1cc(/C=C/c2[nH]c(=O)[nH]c(=O)c2[N+](=O)[O-])cc(OC)c1OC,0&3,-3&1
CCN(CC)C(=O)c1c(NC(=O)c2ccccc2)sc2c1CCCC2,1,-2
CCCCNC(=O)NC1(C(F)(F)F)Oc2ccccc2O1,10,-1
O=C1CSC(c2ccc(Cl)cc2)N1c1ccccc1Cl (stereo not given),12,1
Cc1cc(Cl)cc2sc(N(CCCn3ccnc3)C(=O)c3cccs3)nc12,-7,82*
O=C(NCc1ccco1)C1CCN(S(=O)(=O)c2ccc(F)cc2)CC1,-4,2
O=C(C[C@H]1C(=O)N(C2CCCCC2)C[C@@H]1Cc1ccccc1)Nc1ccccc1,-6,28
CC(=O)Nc1ccc2c(c1)S(=O)(=O)N=C(CC(C)C)N2CC(C)C,3,3
Cc1cc(C)c(C)c(S(=O)(=O)N2CC(C)OC(C)C2)c1C (stereo not given),-2&-3,-5&-11
